Assay outcomes as filed in PubChem BioAssay.
LEDGF integ inh = blockers of LEDGF/p75-dependent integrase strand transfer – biochemical, TR-FRET, high throughput, primary screen. AID 743269, 2014. HIV-1 integrase (with human LEDGF/p75). TR-FRET IN-LEDGF/p75 DNA integration, Eu/Cy5. 0.64% of 370,000 active. inhibition, % at 3.7 µM;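 active means inhibition above the screen-wide mean plus 3 SD, cut at about 13% in these data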;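 further: signal is the Cy5 over europium emission ratio at 671 and 618 nm; 0% = plate median of compound wells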
UHRF1 binding = UHRF1 methylated DNA binding inhibitors, primary screen, counter-screen for MBD2 inhibitor project, biochemical, TR-FRET, human UHRF1, single concentration. E3 ubiquitin-protein ligase UHRF1 (Homo sapiens), Q96T88. UHRF1 binding to methylated oligo. inhibition, % at 4.4 µM. 0.75% of 370,000 active. AID 687016, 2013; in the data active means inhibition above about 21%;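 further: UHRF1 SRA domain binding a hemimethylated CpG hairpin DNA probe; 0% = median of test compound wells and 100% = reference inhibitor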
SIAE inh = human SIAE inhibitors, primary screen, biochemical, fluorescence polarization, FP-Rh probe, 1536-well HTS; AID 1053197, 2014; 0.69% of 370,000 active; SIAE FP-Rh probe binding; inhibition, % at 9.66 µM;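 active means inhibition above a cutoff: mean of compounds within the control limits plus 3 SD of those, cut at about 17% in these data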;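 further: 0% = plate median of compound wells and 100% = probe without SIAE protein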
Target sequence (Q9HAT2 whole entry, looked up): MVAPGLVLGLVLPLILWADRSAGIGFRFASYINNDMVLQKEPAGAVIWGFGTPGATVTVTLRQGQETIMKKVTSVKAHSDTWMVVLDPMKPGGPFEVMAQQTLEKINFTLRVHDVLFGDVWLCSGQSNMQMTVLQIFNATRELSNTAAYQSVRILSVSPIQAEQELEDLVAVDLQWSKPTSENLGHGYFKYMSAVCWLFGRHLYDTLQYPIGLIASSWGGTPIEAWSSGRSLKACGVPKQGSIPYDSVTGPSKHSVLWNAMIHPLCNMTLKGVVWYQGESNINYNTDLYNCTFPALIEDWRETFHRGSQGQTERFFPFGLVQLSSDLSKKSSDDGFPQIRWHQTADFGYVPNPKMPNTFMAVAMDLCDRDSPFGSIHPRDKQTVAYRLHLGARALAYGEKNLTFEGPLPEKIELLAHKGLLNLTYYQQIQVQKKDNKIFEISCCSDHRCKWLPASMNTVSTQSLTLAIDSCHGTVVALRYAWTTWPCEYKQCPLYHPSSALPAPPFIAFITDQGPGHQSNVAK
PRMT1 inh = PRMT1 methyltransferase inhibitors, primary screen, biochemical, fluorescence polarization | inhibition, % at 2.79 µM | Protein arginine N-methyltransferase 1 (Homo sapiens), Q99873 | recombinant PRMT1, activity-based probe fluorescence polarization | 1.3% of 370,000 active;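 active means inhibition above about 21% made by adding two undisclosed values, limit read from the data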
HTRA1 inh = HTRA1 serine protease inhibitors, primary screen, biochemical, fluorescence polarization, HTS; Q92743; recombinant HTRA1, FP-rhodamine activity-based probe; inhibition, % at 5.96 µM; 0.5% of 340,000 active; AID 504803, 2011; in the data active means inhibition above about 36%;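 further: 0% = enzyme with DMSO and 100% = wells lacking enzyme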
Tn7 DDE FP = inhibitors of Tn7 peptide binding to fibrin DD(E), primary screen, biochemical, fluorescence polarization, human fibrin, Tn7 probe | inhibition, % at 8.3 µM | Fibrinogen beta chain (Homo sapiens), P02675 | FP displacement of FITC-Tn7 peptide from fibrin DD(E); 0% = median of compound wells per plate | 0.13% of 370,000 active | AID 720508, 2013;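 active means inhibition above the mean of compounds falling within the control limits plus 3 SD of them, cut at about 14% in these data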;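 further: 0% = plate median of compound wells and 100% = 10 µM Aha-Tn7 peptide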
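System: human fibrin DD(E); quantity: Fibrin-DD(E) at 2 µM final; also added: fluorescent Tn7 probe at 0.1 µM; compound dosing: single nominal test concentration of 8.3 µM per compound; schedule: 10 min preincubation, 3 h with tracer, room temperature; detection: fluorescence polarization of the labelled Tn7 tracer; repeats: one replicate per compound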
PG9 binder = binders of HIV-1 gp120 antibody PG9, primary screen, biochemical, TR-FRET. HIV-1 gp120 / PG9 antibody interaction. TR-FRET gp120-PG9 antibody binding. inhibition, % at 6.7 µM. 0.43% of 360,000 active. AID 624416, 2012; in the data active means inhibition above about 8.5%
TDP2 absorb = human TDP2 enzyme inhibitors, primary screen, biochemical, epi absorbance, recombinant enzyme. Tyrosyl-DNA phosphodiesterase 2 (Homo sapiens), O95551. T5PNP hydrolysis, p-nitrophenol absorbance 415 nm. inhibition, % at 12.8 µM. 0.34% of 370,000 active;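 active means inhibition above the mean of all tested compounds plus 3 SD, set per campaign, cut at about 25% in these data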;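 further: 0% = DMSO with enzyme and 100% = buffer with substrate but no TDP2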
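Material: recombinant human TDP2; quantity: TDP2 enzyme at 120 nM final; medium: Tris-HCl pH 7.5 with MgCl2; compound: single concentration, 12.8 µM nominal, with 1% DMSO; incubation: 2 h enzyme incubation at 37 °C; signal: epi absorbance; measure: percent inhibition; benchmarks: high control without enzyme, low control DMSO plus TDP2; repeats: singlicate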
TCR-CD3 inh = inhibitors of human TCR-CD3 interaction, primary screen, biochemical, fluorescence, TAMRA-labeled TCR probe. T-cell receptor (TCR). inhibition, % at 9.4 µM. 0.37% of 360,000 active; in the data active means inhibition above about 19%;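 further: recombinant mutant TCR 2C K166C tagged with TAMRA read by polarization; 0% = receptor in buffer alone and 100% = receptor with positive control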
ABHD4 inh = ABHD4 inhibitors, primary screen, biochemical, fluorescence polarization, mouse; purified mABHD4, FP-Rh probe fluorescence polarization; inhibition, % at 8.92 µM; 0.54% of 370,000 active;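 active means inhibition exceeding the mean over every tested compound plus 3 SD, cut at about 30% in these data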;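 further: 0% = plate median of compound wells and 100% = S159A mutant with DMSO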
Target sequence (Q8VD66 whole entry, looked up): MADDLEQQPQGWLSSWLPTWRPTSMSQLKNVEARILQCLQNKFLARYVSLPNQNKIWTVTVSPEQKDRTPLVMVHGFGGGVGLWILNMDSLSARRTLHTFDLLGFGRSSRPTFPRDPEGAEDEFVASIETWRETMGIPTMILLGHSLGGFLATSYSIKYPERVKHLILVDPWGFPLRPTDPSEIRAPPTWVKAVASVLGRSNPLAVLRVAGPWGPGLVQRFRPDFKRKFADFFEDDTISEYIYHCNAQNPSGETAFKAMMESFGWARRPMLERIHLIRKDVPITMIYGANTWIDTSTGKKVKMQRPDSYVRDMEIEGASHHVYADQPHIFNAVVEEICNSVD
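Test system: mABHD4 protein; Read-out basis: % inhibition; Incubation: 45 min + 60 min at 25 °C; Repeats: single replicate; Technique: fluorescence polarization with parallel and perpendicular emission, 525/598 nm; Compound: 8.92 µM, single dose; Benchmarks: full inhibition S159A mutant plus DMSO, zero as sample-well median.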
* = called active by the depositor; x = no result given.

1. O=C(O)c1[nH]c2ccccc2c1NS(=O)(=O)Cc1ccccc1
2. COc1ccc(CCNC(=O)CCc2ccc(S(=O)(=O)NCC(C)C)cc2)cc1OC
3. CCOC(=O)N1CCC(NC(=O)c2ccc3c(c2)N(C)C(=O)/C(=C/c2cccc(OC)c2)S3)CC1
4. CN(C)S(=O)(=O)c1ccc(C(=O)NCC[N+]2(C)CCCCCC2)o1
5. Cc1nn(-c2ccccn2)c(C)c1Oc1ccccc1O
6. COc1cccc(-c2ccc(NC(=O)C3CCCN(Cc4cnn(C)c4)C3)cc2)c1 (centres undefined)
7. O=C(Nc1ccc(N2CCOCC2)cc1)c1cc2c(s1)CCCC2
8. COc1ccc(C(=O)NCC(=O)OCc2ccc(Cl)cc2Cl)cc1OC

Compound	1	2	3	4	5	6	7	8
SIAE inh	2	-10	-17	13	-6	3	5	-5
PRMT1 inh	1	1	-2	-1	1	-2	0	13
PG9 binder	-2.7	-3.1	-0.8	3.8	0.0	-0.9	-3.2	-0.1
ABHD4 inh	2	-9	-1	3	4	-5	6	-3
TDP2 absorb	-2	-13	-3	-8	-3	-1	-8	0
HTRA1 inh	5	-5	-14	1	0	-1	-7	-7
LEDGF integ inh	4	3	-1	-3	-3	1	0	-8
TCR-CD3 inh	7	-3	10	1	-1	3	0	-4
UHRF1 binding	-2	2	1	-1	5	-1	2	0
Tn7 DDE FP	-2	-12	2	1	5	4	-3	4

9. COc1ccc(C(=O)NCc2n[nH]c(=S)n2-c2ccccc2)cc1OC
10. Cc1ccc(NS(=O)(=O)c2ccc(Br)s2)nc1
11. O=C(O)/C=C/C(=O)NCc1ccccc1
12. CC(=O)c1cccc(N(CC(=O)Nc2cc(C)cc(C)c2)S(C)(=O)=O)c1
13. Cc1ccc(C(=O)OCC(=O)N2CCC(C)CC2)cc1S(=O)(=O)N1CCOCC1
14. Cc1ccn2cc(CNS(=O)(=O)c3cccs3)nc2c1
15. CC(=O)Nc1ccc(-c2cc(NC(C)=O)n(-c3ccccc3)n2)cc1
16. CC(C)CC(=O)NC(=S)NNC(=O)c1ccc([N+](=O)[O-])cc1

Compound	9	10	11	12	13	14	15	16
SIAE inh	-1	-1	-2	-9	2	6	0	31*
PRMT1 inh	-3	2	0	0	1	1	0	-4
PG9 binder	0.0	0.7	-2.1	-2.7	2.9	-0.3	-0.3	-0.3
ABHD4 inh	-2	2	7	-1	2	-3	1	4
TDP2 absorb	4	3	4	5	1	11	6	-1
HTRA1 inh	0	0	6	-14	-4	8	2	11
LEDGF integ inh	2	-2	2	-3	-4	-4	-2	4
TCR-CD3 inh	3	4	5	1	-4	3	3	7
UHRF1 binding	-1	-2	2	0	2	-2	0	-2
Tn7 DDE FP	5	6	-4	13	-4	-1	8	-8

17. Fc1ccc(CSc2nc3ncc(Br)cc3[nH]2)cc1
18. CC1(C)CC(=O)N(CC(=O)NC2CCCC2)c2ccccc2S1(=O)=O
19. CCN(Cc1ccccc1)C(=O)CS(=O)(=O)c1ccccc1
20. CC1ON=C(c2ccc(F)cc2)NC1=O (centres undefined)
21. CCCc1c(C(=O)N/N=C/c2sccc2C)nnn1-c1nonc1N
22. O=C(CSc1nnnn1C1CCCCC1)NCCc1ccccc1
23. CC(=O)Nc1ccc(S(=O)(=O)Nc2ccc(-n3cnnn3)cc2)cc1
24. CC1(C)CC(=O)N(CC(=O)N2CCN(c3ccc(F)cc3)CC2)c2ccccc2S1(=O)=O

Compound	17	18	19	20	21	22	23	24
SIAE inh	1	-6	3	8	-4	5	4	-5
PRMT1 inh	-2	2	3	-4	-4	2	-2	-4
PG9 binder	5.3	-1.6	-1.0	-0.7	0.2	1.1	-0.9	x
ABHD4 inh	-1	1	-2	-1	-2	8	-1	7
TDP2 absorb	1	-2	-2	-7	-3	-5	0	7
HTRA1 inh	2	11	-4	x	3	1	-4	x
LEDGF integ inh	-1	1	-1	2	-3	-6	0	-3
TCR-CD3 inh	1	-2	-11	3	-1	-3	1	x
UHRF1 binding	-2	-2	1	1	-1	4	-1	2
Tn7 DDE FP	3	-3	10	-1	5	3	-6	-1

25. Cc1nnc(SCc2nnc(-c3ccccc3Br)o2)n1-c1ccccc1
26. Cc1c(C(=O)NC2CC2)oc2ccccc12
27. C[C@H]1COC(=O)[C@H](NC(=O)OCC2c3ccccc3-c3ccccc32)C/C=C\C[C@H](CC(=O)N(CCO)Cc2ccccc2)C(=O)N1
28. Cc1ccsc1/C=N/NC(=O)C1CC(=O)N(c2ccccc2)C1 (centres undefined)
29. COc1ccc(Cl)cc1NC(=S)NC1CCCC1
30. C=CC[n+]1c(/C=C2\C=Cc3cc(C)ccc3N2CC)ccc2ccccc21
31. CCC(CO)Oc1cc(NCc2ccc(C(=O)O)cc2)c2ncn(C(C)C)c2c1 (centres undefined)
32. CCC(=O)c1cc(F)ccc1OCC(=O)N1CCN(c2ccc(F)cc2)CC1

Compound	25	26	27	28	29	30	31	32
SIAE inh	-12	14	0	-6	2	-46	0	0
PRMT1 inh	-1	1	4	-2	1	-3	-2	-5
PG9 binder	0.4	-1.4	-2.4	-4.0	-1.4	-6.9	-4.7	-1.2
ABHD4 inh	1	4	-15	-10	-4	-95	4	-5
TDP2 absorb	-9	4	3	-27	-5	-4	-1	-6
HTRA1 inh	3	8	-1	2	-6	-6	0	-10
LEDGF integ inh	-3	2	4	-1	-2	3	1	-1
TCR-CD3 inh	1	4	-1	2	-8	-12	-2	-4
UHRF1 binding	-1	-1	0	-2	3	5	-9	4
Tn7 DDE FP	2	4	2	2	-1	-12	-1	-4

33. CCCCN(C)Cc1c(C)[nH]c2ccc(C)cc2c1=O
34. CC1CCC2=NN(C(=O)c3ccco3)C(O)(C(F)(F)F)C2C1 (centres undefined)
35. CN1CCN(CC#Cc2ccccc2)CC1CCO (centres undefined)
36. COc1ccccc1CNC(=O)C1CCC(CNS(=O)(=O)c2ccccc2)CC1 (centres undefined)
37. CC(C)C[C@@H](C(=O)NCC1CCCO1)N1C(=O)N2CCc3c([nH]c4ccccc34)[C@@]2(C)C1=O (some centres undefined)
38. Cc1ccc(NC(=O)COC(=O)CCc2c[nH]c3ccccc23)cc1[N+](=O)[O-]
39. CC1(C)CC(=O)C2=C(C1)OC(N)=C([N+](=O)[O-])C2c1ccc(C#N)s1 (centres undefined)
40. c1ccc(-c2nc(-c3cccnc3)cs2)cc1
41. CCN(C(=O)COC(=O)CCC(=O)c1cccs1)c1ccccc1
42. Nc1cc2c(cc1C(=O)c1ccccc1)OCCO2

Compound	33	34	35	36	37	38	39	40	41	42
SIAE inh	3	-10	1	-2	4	6	2	-11	4	5
PRMT1 inh	-1	-1	1	1	5	-1	6	1	3	-1
PG9 binder	-1.0	-0.7	-1.4	-1.5	2.5	0.6	0.3	0.6	-0.2	2.0
ABHD4 inh	-1	-7	0	3	3	2	4	-4	0	8
TDP2 absorb	10	-1	-7	8	-9	7	8	-7	3	5
HTRA1 inh	5	2	2	-3	3	-1	3	-2	2	0
LEDGF integ inh	0	0	-7	-5	-4	-1	2	-4	0	4
TCR-CD3 inh	5	-2	-5	-2	-8	7	-1	1	-4	-3
UHRF1 binding	-2	-1	3	-1	9	2	-3	-1	-1	-1
Tn7 DDE FP	-1	3	7	1	2	-4	1	3	7	-1

From entry 38 as far as 42, as listed above:
38. Cc1ccc(NC(=O)COC(=O)CCc2c[nH]c3ccccc23)cc1[N+](=O)[O-]
39. CC1(C)CC(=O)C2=C(C1)OC(N)=C([N+](=O)[O-])C2c1ccc(C#N)s1 (centres undefined)
40. c1ccc(-c2nc(-c3cccnc3)cs2)cc1
41. CCN(C(=O)COC(=O)CCC(=O)c1cccs1)c1ccccc1
42. Nc1cc2c(cc1C(=O)c1ccccc1)OCCO2

Compound	38	39	40	41	42
SIAE inh	6	2	-11	4	5
PRMT1 inh	-1	6	1	3	-1
PG9 binder	0.6	0.3	0.6	-0.2	2.0
ABHD4 inh	2	4	-4	0	8
TDP2 absorb	7	8	-7	3	5
HTRA1 inh	-1	3	-2	2	0
LEDGF integ inh	-1	2	-4	0	4
TCR-CD3 inh	7	-1	1	-4	-3
UHRF1 binding	2	-3	-1	-1	-1
Tn7 DDE FP	-4	1	3	7	-1
